Source: PubChem
PfHsp90 set2: inhibits growth of yeast expressing Plasmodium falciparum Hsp90. inhibition, % at 9.4 µM. S. cerevisiae expressing PfHsp90, BacTiter-Glo ATP, 48 h; yeast lacking PDR1 and PDR3 efflux regulators. actives 0.32% (n = 310,000). AID 504621;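 active = every replicate shows inhibition above about 80%, whatever the replicate mean, limit read from the data; inconclusive = mean inhibition reaches the set limit but some replicate falls short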;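 also: 0% = DMSO neutral controls and 100% = 20 µM radicicol positive controls; yeast relying on Plasmodium falciparum Hsp90 in place of its own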
SR-BI uptake up: enhances SR-BI lipid uptake from DiI-HDL | CHO ldlA[mSR-BI] cells, DiI-HDL uptake fluorescence, 3 h; 100 = double the neutral-control signal | activation, % at 12.5 µM | actives 0.096% (n = 320,000) | AID 504775;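 active = mean replicate activation of at least 60% and every replicate at or above 60%; inconclusive = mean or all-replicate condition met, but not both; inactive = mean below 60% and not all replicates reaching 60%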;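 also: 0% = median plate neutral-control signal and 100% = twice that signal; values of inactives mirror those of a sister screen read the other way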
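Material: SR-BI-overexpressing, LDLR-lacking CHO cells; schedule: compound exposure 3 h, 37 °C; reagent: DiI-labelled HDL at 10 µg/mL final; technique: bottom-read fluorescence, 550/595 nm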
CAL PDZ FP-1: inhibitors of human CAL PDZ peptide binding; Q9HD26; purified CAL PDZ, TMR-peptide fluorescence polarization, 1 h; inhibition, % at 20 µM; actives 0.02% (n = 330,000); AID 504414;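 active = highest replicate inhibition of at least 40%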;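 also: plate controls were DMSO neutral control wells for no effect and unlabeled competitor peptide control wells for full effect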
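System: purified tagged CAL PDZ domain construct (CerCALP). Schedule: 1 h incubation at room temperature before polarization reading. Medium: 25 mM sodium phosphate pH 7.4, 150 mM NaCl, TCEP, IgG, Thesit. Read-out: percent inhibition from loss of millipolarization. Measured by: FP readout, S and P plane fluorescence. Probe or stimulus: fluorescent TMR peptide probe.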
NSD2 HMT inh: inhibitors of human histone methyltransferase NSD2. actives 0.54% (n = 310,000). O96028. AID 743445. NSD2 peptide methylation, AlphaScreen, 120 min. inhibition, % at 12.5 µM; in the data active = inhibition above about 50%
PvdQ acylase: blocks Pseudomonas aeruginosa PvdQ acylase activity; actives 0.063% (n = 340,000); inhibition, % at 10 µM; purified PvdQ acylase, fluorescence plate reader; AID 488965; in the data active = inhibition above about 30%, passing the limit was not always enough; inconclusive = no clear call, values can overlap the other calls;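 also: 0% = vehicle neutral wells and 100% = reference inhibitor wells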
CAL PDZ FP-2: CAL PDZ (human) peptide binding inhibition; purified CAL PDZ, TMR-peptide fluorescence polarization, 1 h; actives 0.92% (n = 300,000); Q9HD26; inhibition, % at 24.9 µM; AID 602252;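 active = mean inhibition of at least 30% with at least half of replicates also reaching 30%; inconclusive = no clear call, values can overlap the other calls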;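 also: 0% = DMSO neutral control and 100% = excess unlabeled competitor peptide PRC23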
MITF TRPM1 HTS: increases MITF-driven TRPM1 promoter luciferase signal; actives 0.75% (n = 300,000); SK-MEL-5 TRPM1-promoter luciferase, 24 h; % of positive control, neutral wells = 0; activation, % at 12.5 µM;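 active = mean activation of at least 80% with every replicate also reaching 80%; inconclusive = mean reaches 80% but some replicate falls short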;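 also: 0% = neutral control wells and 100% = parthenolide positive control wells; values of inactives mirror those of a sister screen read the other way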
dFosB activator: mouse delta FosB homodimer activation. purified delta FosB, TAMRA-CDK5 oligo fluorescence polarization; percent of positive-control signal above neutral wells. activation, % at 25 µM. actives 0.99% (n = 340,000). AID 493131;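 active = mean activation above about 17%, with every replicate also reaching it, limit read from the data, passing the limit was not always enough; inconclusive = only one of the two conditions met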;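 also: fluorescence polarization rise as delta FosB binds a TAMRA Cdk5 AP-1 oligo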
Target sequence (P13346 whole entry, looked up): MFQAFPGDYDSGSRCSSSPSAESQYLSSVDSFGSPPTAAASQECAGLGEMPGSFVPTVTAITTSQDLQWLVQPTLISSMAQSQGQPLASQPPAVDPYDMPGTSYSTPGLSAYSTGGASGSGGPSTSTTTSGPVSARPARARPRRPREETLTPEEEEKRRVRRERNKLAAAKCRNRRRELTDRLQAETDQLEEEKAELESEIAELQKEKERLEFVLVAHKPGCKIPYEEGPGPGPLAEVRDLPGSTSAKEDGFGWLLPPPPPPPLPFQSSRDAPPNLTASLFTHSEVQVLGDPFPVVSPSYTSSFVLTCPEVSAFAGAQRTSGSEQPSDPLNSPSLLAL
Rtt109 HAT inh: blocks Candida albicans Rtt109/Vps75 acetyltransferase activity; AID 540336; Q5AAJ8; inhibition, % at 34.9 µM; actives 0.16% (n = 330,000); purified Rtt109/Vps75, ThioGlo CoA-SH fluorescence, 4 h;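 active = inhibition of at least 50% in every replicate; inconclusive = best replicate reaches 50% inhibition but some replicates fall short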
SR-BI HDL uptake: mouse SR-BI HDL lipid transfer inhibition. ldlA[mSR-BI] CHO cells, DiI-HDL uptake fluorescence, 3 h. Q61009. inhibition, % at 12.5 µM. actives 0.96% (n = 320,000). AID 488896;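 active = mean replicate inhibition of at least 70% and a set share of replicates each scoring 70 or more; inconclusive = meets just one of the two criteria; inactive = fails both criteria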;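 also: 0% = median of neutral control wells and 100% = median of positive control wells; values of inactives mirror those of a sister screen read the other way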
Target sequence (Q61009 whole entry, looked up): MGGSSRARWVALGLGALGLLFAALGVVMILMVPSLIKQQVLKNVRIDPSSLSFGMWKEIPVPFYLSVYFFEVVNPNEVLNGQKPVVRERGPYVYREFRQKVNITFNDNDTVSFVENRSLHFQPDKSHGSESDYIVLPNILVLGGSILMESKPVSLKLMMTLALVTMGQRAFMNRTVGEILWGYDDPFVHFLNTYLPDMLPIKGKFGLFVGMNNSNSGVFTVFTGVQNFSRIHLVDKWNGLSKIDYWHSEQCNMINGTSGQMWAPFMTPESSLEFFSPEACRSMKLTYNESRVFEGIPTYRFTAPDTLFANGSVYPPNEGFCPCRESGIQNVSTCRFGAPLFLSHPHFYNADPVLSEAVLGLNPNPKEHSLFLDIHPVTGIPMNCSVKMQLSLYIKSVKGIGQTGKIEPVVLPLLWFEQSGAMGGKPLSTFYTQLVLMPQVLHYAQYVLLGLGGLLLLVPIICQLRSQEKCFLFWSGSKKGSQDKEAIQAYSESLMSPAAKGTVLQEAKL
* = called active by the depositor; ? = inconclusive; . = not tested or not shown. Rows are unselected; overall some 4.3% were active at least once.

MITF TRPM1 HTS	CAL PDZ FP-1	NSD2 HMT inh	SR-BI HDL uptake	CAL PDZ FP-2	dFosB activator	PvdQ acylase	SR-BI uptake up	Rtt109 HAT inh	PfHsp90 set2	structure
25	-2.6	4	33	-5	-6	1	-33	14	-60	CC(=O)Nc1cccc(-c2cc(-c3c(Cl)cccc3Cl)no2)c1
7	0.6	.	-6	0	-4	-15	6	2	19	CC1(C)C[C@H]2C3=CCC4[C@@]5(C)CC[C@H](O)[C@](C)(CO)C5CC[C@@]4(C)[C@]3(C)CC[C@@]2(C)[C@H](O)[C@@H]1O (stereo partly specified)
2	-2.8	-2	-3	-5	-6	1	3	.	-19	CCCCNC(=O)N1CCN(Cc2cccc(F)c2)CC1
5	-1.3	1	-2	1	7	-7	15	2	.	Cc1ccccc1OCCSc1nc2ncnc(N)c2[nH]1
-2	-3.2	-2	-8	-1	-5	-10	8	-1	-96	Cn1nc(C(F)(F)F)cc1Oc1ncc(C(F)(F)F)cc1Cl
-10	-0.4	-4	-5	1	-5	-8	5	-2	4	CSCCC(NS(=O)(=O)c1ccccc1F)C(=O)Nc1ccncc1 (stereo unspecified)
4	0.0	-2	-18	.	0	0	18	-3	-3	C#CCOC(=O)C[N+](C)(C)CC#Cc1ccccc1
.	.	2	-26	-6	-1	-18	26	21	.	CCN(CC)C(=O)CSc1nnc([C@H](Cc2c[nH]c3ccccc23)NC(=O)OC(C)(C)C)o1
7	.	1	4	0	-2	-14	-4	7	-6	Cc1c(NC(=O)Cn2nc(C(=O)O)c3ccccc3c2=O)c(=O)n(-c2ccccc2)n1C
-7	-1.2	0	-22	3	-5	-17	22	-4	10	Cc1ccc(C(=O)c2ccccc2C(=O)O)s1
10	-0.7	.	-18	-40	1	-19	18	-5	-31	c1cncc(-c2cn(C[C@H]3CC[C@@H]([C@@H]4CC[C@H](Cn5cc(-c6cccnc6)nn5)O4)O3)nn2)c1
.	0.1	.	-23	-1	-14	-3	23	1	-45	O=C(C(O)c1ccccc1)N1N=C(c2ccccc2)CC1(O)C(F)(F)F (stereo unspecified)
45	0.1	.	3	-3	-6	-4	-3	2	38	COc1cccc2oc3ccc(C#Cc4ccccn4)cc3c(=O)c12
-7	0.2	-4	-3	3	-8	-6	3	-3	-2	CC(C)CCNC(=O)C1CCC(CNS(=O)(=O)c2ccc(Cl)cc2)CC1 (stereo unspecified)
10	-3.5	.	-34	.	-2	-11	34	-10	0	COCC(=O)N[C@@H]1c2cc(OC)c(OC)cc2C[C@H]1OCc1ccccc1
?	2.9	3	9	-3	15	-2	-9	25	-1	COc1ccc(/C=N/Nc2nc3ccccc3[nH]2)cc1OC
8	0.8	20	-16	-6	-3	2	16	2	16	CC(=O)NC(CCS(C)(=O)=O)C(=O)Nc1c(F)cccc1F (stereo unspecified)
-9	-2.0	-5	-16	-2	-7	2	16	5	-16	C=CCOc1ccc(/C=C/C(=O)OCC(=O)NC2CCCCCC2)cc1
0	-1.0	2	-23	.	-4	-15	23	-17	-3	COc1ccc(OC)c(C(c2nnnn2Cc2ccccc2)N2CCN(C)CC2)c1 (stereo unspecified)
55	-2.2	-6	-4	.	-9	-15	4	2	-16	CCOC(=O)c1nnsc1Nc1ccc(C)c(C)c1
-5	-2.0	7	25	.	-11	-6	-25	1	.	Cc1cc(C)c(C(=O)c2ccc(C(=O)N(C(C)C)C(C)C)cc2)c(C)c1
.	0.0	1	-6	-2	-1	-13	6	-1	11	CCN1CCN(C(c2ccc(OC)c(OC)c2)c2nnnn2C(C)(C)C)CC1 (stereo unspecified)
0	0.1	-2	10	.	-6	-4	-10	-2	-17	Cc1ccccc1C(=O)N1CCC(C(=O)Nc2ccc(S(=O)(=O)N3CCOCC3)cc2)CC1
.	-1.2	1	3	4	-8	-21	-3	4	3	Cc1ccc(Cn2ncc3c(N4CCN(Cc5ccc(Cl)cc5)CC4)ncnc32)cc1

Continued; the last 4 above are carried over.
MITF TRPM1 HTS	CAL PDZ FP-1	NSD2 HMT inh	SR-BI HDL uptake	CAL PDZ FP-2	dFosB activator	PvdQ acylase	SR-BI uptake up	Rtt109 HAT inh	PfHsp90 set2	structure
-5	-2.0	7	25	.	-11	-6	-25	1	.	Cc1cc(C)c(C(=O)c2ccc(C(=O)N(C(C)C)C(C)C)cc2)c(C)c1
.	0.0	1	-6	-2	-1	-13	6	-1	11	CCN1CCN(C(c2ccc(OC)c(OC)c2)c2nnnn2C(C)(C)C)CC1 (stereo unspecified)
0	0.1	-2	10	.	-6	-4	-10	-2	-17	Cc1ccccc1C(=O)N1CCC(C(=O)Nc2ccc(S(=O)(=O)N3CCOCC3)cc2)CC1
.	-1.2	1	3	4	-8	-21	-3	4	3	Cc1ccc(Cn2ncc3c(N4CCN(Cc5ccc(Cl)cc5)CC4)ncnc32)cc1
6	-2.6	0	3	1	-6	11	-3	2	16	Cc1ccc(-c2nn(-c3ccccc3)cc2C(=O)NCCCN2CCCC2=O)cc1
0	-0.6	-1	-1	1	-7	-3	1	0	-1	CCOC(=O)C1(Cc2cccc(Cl)c2)CCCN(C(=O)c2cc(C)n(C)n2)C1 (stereo unspecified)
.	-2.9	15	-11	-12	-4	-16	11	-5	-20	CC1CCN(CC(=O)Nc2ccc(S(=O)(=O)N3CCCC(C)C3)cc2)CC1 (stereo unspecified)
.	-1.0	-5	-15	-2	-10	-13	15	-17	-13	O=C(c1c(F)cccc1F)N1CCCC(c2nc(-c3ccc(Cl)cc3)no2)C1 (stereo unspecified)
.	-0.6	-1	0	.	-5	9	0	6	-1	Clc1ccc(-c2nc(-c3cnccn3)no2)cc1
1	-0.2	-3	-12	7	-1	-6	12	-5	2	CC(=O)c1nnn(-c2ccccc2C#N)c1C
-4	0.1	.	4	-2	-9	-10	-4	0	20	C=CC[C@H](CC(=O)N[C@H](CO)Cc1ccccc1)C(=O)N[C@@H](COC(=O)[C@H](CC=C)CC(=O)OC(C)(C)C)Cc1c[nH]c2ccccc12
7	-1.5	10	6	0	0	21	-6	-93	4	O=C(CC(SCCO)c1ccc([N+](=O)[O-])cc1)c1ccco1 (stereo unspecified)
32	0.0	.	-7	-3	3	-5	7	-4	-1	COc1ccc(-c2nnc(SCC(=O)Nc3cc(F)ccc3C)o2)cc1
-5	-0.5	-2	-15	2	-7	2	15	4	6	COC(=O)C(=C/C(C)=C/c1cccs1)C(=O)OC
3	-1.6	-1	61	.	-3	-12	-61	-2	16	COc1ccc(S(=O)(=O)N(C)C)cc1NC(=O)[C@H](Cc1ccccc1)N1C(=O)c2ccccc2C1=O
41	-2.3	2	12	-4	-4	-6	-12	-12	.	O=C(NCC1CCCO1)c1ccc2[nH]c3c(c2c1)CCCC3 (stereo unspecified)

Fetched one by one from the entries so far:
MITF TRPM1 HTS	CAL PDZ FP-1	NSD2 HMT inh	SR-BI HDL uptake	CAL PDZ FP-2	dFosB activator	PvdQ acylase	SR-BI uptake up	Rtt109 HAT inh	PfHsp90 set2	structure
-4	0.1	.	4	-2	-9	-10	-4	0	20	C=CC[C@H](CC(=O)N[C@H](CO)Cc1ccccc1)C(=O)N[C@@H](COC(=O)[C@H](CC=C)CC(=O)OC(C)(C)C)Cc1c[nH]c2ccccc12
.	-1.0	-5	-15	-2	-10	-13	15	-17	-13	O=C(c1c(F)cccc1F)N1CCCC(c2nc(-c3ccc(Cl)cc3)no2)C1 (stereo unspecified)
0	-0.6	-1	-1	1	-7	-3	1	0	-1	CCOC(=O)C1(Cc2cccc(Cl)c2)CCCN(C(=O)c2cc(C)n(C)n2)C1 (stereo unspecified)
7	-1.5	10	6	0	0	21	-6	-93	4	O=C(CC(SCCO)c1ccc([N+](=O)[O-])cc1)c1ccco1 (stereo unspecified)

(more compounds)
MITF TRPM1 HTS	CAL PDZ FP-1	NSD2 HMT inh	SR-BI HDL uptake	CAL PDZ FP-2	dFosB activator	PvdQ acylase	SR-BI uptake up	Rtt109 HAT inh	PfHsp90 set2	structure
-4	-1.6	-3	60	.	-8	-11	-60	3	9	CC(=O)Nc1ccc(-c2nnc(SCc3c(C)cc(C)cc3C)n2C)cc1
.	0.4	-3	-34	-8	2	1	34	-3	0	O=C(NNC(=O)C1CC=CCC1)c1ccccc1Br (stereo unspecified)
76	-0.9	-3	-4	-1	-12	-5	4	0	20	Cc1ccc2c(CC(=O)N3CCc4ccccc43)coc2c1
2	-2.1	-3	1	.	-6	-11	-1	-5	.	CC(C)c1ccc(N2C(=O)CSC23C(=O)N2CCCc4cccc3c42)cc1 (stereo unspecified)
0	-0.2	-1	.	.	2	13	.	7	-2	CN1CCN(CCCNC(=O)CN2C(=O)COc3ccccc32)CC1
-4	-2.8	-2	8	-5	9	-7	-8	2	-23	CCc1ccccc1NC(=O)C1CCN(C(=O)c2cccs2)CC1
89*	-0.5	.	-5	2	-3	5	5	13	25	COc1cc(C#Cc2c(-c3cncn3C)n(C)c3ccc(-c4cnc(N5CCOCC5)nc4)cc23)cc(OC)c1
4	-1.9	-8	0	-1	-9	-13	0	-10	-35	O=C(NCCS(=O)(=O)N1CCN(c2ccccc2F)CC1)c1ccc(Br)o1
9	-3.8	1	-14	-8	-7	0	14	24	16	CSc1nnc(N2C(=O)C(O)=C(C(=O)c3ccco3)C2c2ccccc2)s1 (stereo unspecified)
